PKA-R1A act: activators of PKA-R1A holoenzyme, primary screen, biochemical, fluorescence polarization, Cy5-IP20, bovine R1A, mouse PKAc | PKA-R1A dissociation; scaled: DMSO 0%, 113 µM cGMP 100% | activation, % at 11.4 µM | actives 0.083% (n = 340,000) | AID 504707, 2011;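 active = percent activation above the mean of all tested compounds plus 3 SD, cut at about 19% in these data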;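 also: higher means more PKAc released from R1A so a rise in polarization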
HTR5A inv ag: HTR5A inverse agonists in luminescence cell assay, primary screen, counter-screen for OPRM1-OPRD1 heterodimer inverse agonist project, full-deck HTS; 5-hydroxytryptamine receptor 5A (Homo sapiens), P47898; HTR5A cell line, inverse agonism; inhibition, % at 9.3 µM; actives 0.083% (n = 340,000); AID 504634, 2011; in the data active = inhibition mostly above about 23%, no sharp cut-off; inactive = mostly below about 18%;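 also: 0% = cells with DMSO and 100% = no-cell wells with DMSO; some compounds called inactive have numbers as strong as hits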
MOR-DOR inv ag: inverse agonists of MOR-DOR heterodimerization, primary screen, cell-based, luminescence. cell-based MOR-DOR heterodimer luminescence, inverse agonism. inhibition, % at 9.3 µM. actives 0.21% (n = 340,000). AID 504357, 2011; in the data active = inhibition above about 22%, passing the limit was not always enough;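 also: 0% = cells with DMSO and 100% = wells without cells with DMSO; values of inactives mirror those of a sister screen read the other way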
Target sequence (P35372 whole entry, looked up): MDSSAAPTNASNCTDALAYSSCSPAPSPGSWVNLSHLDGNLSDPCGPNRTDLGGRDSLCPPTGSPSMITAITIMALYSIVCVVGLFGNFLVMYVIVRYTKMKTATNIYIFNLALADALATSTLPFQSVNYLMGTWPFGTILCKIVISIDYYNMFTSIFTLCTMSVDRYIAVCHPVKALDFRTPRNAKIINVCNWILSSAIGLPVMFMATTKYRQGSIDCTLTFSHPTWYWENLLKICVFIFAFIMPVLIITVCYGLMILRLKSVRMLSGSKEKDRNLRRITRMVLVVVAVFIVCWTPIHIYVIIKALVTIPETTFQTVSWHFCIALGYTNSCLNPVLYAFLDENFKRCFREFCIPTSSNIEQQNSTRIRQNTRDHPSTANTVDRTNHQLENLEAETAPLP
Target sequence (P41143 whole entry, looked up): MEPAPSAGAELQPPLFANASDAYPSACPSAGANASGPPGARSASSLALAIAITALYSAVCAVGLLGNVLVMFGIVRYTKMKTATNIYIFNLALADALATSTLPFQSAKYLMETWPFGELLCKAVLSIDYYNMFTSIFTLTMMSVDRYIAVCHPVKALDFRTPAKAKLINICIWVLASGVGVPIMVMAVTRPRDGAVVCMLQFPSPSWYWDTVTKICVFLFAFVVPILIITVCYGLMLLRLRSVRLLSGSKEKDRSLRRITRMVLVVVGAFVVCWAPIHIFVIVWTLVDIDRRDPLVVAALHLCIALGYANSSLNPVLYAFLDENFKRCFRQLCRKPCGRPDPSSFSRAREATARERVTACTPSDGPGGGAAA
Mot1-301 SUMO: yeast Mot1-301 growth rescue at high temperature, primary screen, SUMOylation pathway inhibitor project, S. cerevisiae, ATP luminescence, 38.5C. S. cerevisiae Mot1-301 growth rescue; percent above DMSO median, 100 means doubled. growth rescue, % at 18.8 µM. actives 1% (n = 320,000);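 active = every valid replicate shows activation above 250% relative to neutral control wells; inactive = the rest, any valid replicate at or below 250%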;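 also: OY570 slx delta 5 strain wells were the positive control but not used for scaling; some compounds called inactive have numbers as strong as hits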
Tat transport: E. coli Tat export inhibitors, primary screen, MC4100, TorA-mCherry reporter, fluorescence, single point | inhibition, % at 10 µM | actives 0.036% (n = 340,000) | AID 488895, 2010;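 active = mean replicate inhibition at least 50% and at least half of replicates individually reaching 50%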;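 also: exported cargo escapes ClpAP degradation while cytoplasmic cargo is degraded and loses fluorescence; 0% = median of neutral control wells and 100% = median of NaSCN control wells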
MOR-DOR ag: agonists of OPRM1-OPRD1 heterodimerization, primary screen, cell-based, luminescence; activation, % at 9.3 µM; cells; actives 0.3% (n = 340,000); in the data active = activation above about 18%;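 also: 0% = vehicle-treated cells and 100% = reference agonist; values of inactives mirror those of a sister screen read the other way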
PfHsp90 yeast 2: growth inhibition of PfHsp90-expressing yeast, primary screen, antimalarial PfHsp90 inhibitor project, S. cerevisiae, BacTiter-Glo luminescence, single point, set 2. inhibition, % at 9.4 µM. actives 0.32% (n = 310,000). BacTiter-Glo ATP, 48 h; yeast lacking PDR1 and PDR3 efflux regulators;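 active = every replicate shows inhibition above about 80%, whatever the replicate mean, limit read from the data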;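 also: 0% = DMSO neutral controls and 100% = 20 µM radicicol positive controls; yeast relying on Plasmodium falciparum Hsp90 in place of its own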
Ecoli viability: E. coli V3065 growth inhibition, primary screen, counter-screen for AddAB inhibitor project, absorbance, OD600 | 18 h | inhibition, % at 11.9 µM | actives 0.27% (n = 330,000);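 active = inhibition above the campaign's mean inhibition across all tested compounds plus 3 SD, cut at about 9.9% in these data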;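 also: uninfected addAB+ strain grown without phage in ampicillin broth; 0% = DMSO wells and 100% = ciprofloxacin 0.95 µg/ml wells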
AddAB inh: growth inhibition of E. coli expressing H. pylori AddAB, primary screen, AddAB inhibitor project, absorbance; inhibition, % at 11.9 µM; AID 435030, 2010; actives 0.29% (n = 330,000); in the data active = inhibition above about 12%;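 also: 0% = vehicle wells of infected cells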
phage Ecoli inh: growth loss of phage-infected E. coli, primary screen, RecBCD inhibitor project, absorbance, with phage, HTS; actives 0.26% (n = 360,000); inhibition, % at 11.9 µM; in the data active = inhibition above about 11%
PKA-R2B act: activators of PKA-R2B holoenzyme, primary screen, biochemical, fluorescence polarization, Cy5-IP20, human; PKA-R2B holoenzyme dissociation; R2B truncated from residue 108, S112A mutant; 0% DMSO only, 100% 113 µM cGMP; actives 0.079% (n = 340,000); AID 504700, 2011; activation, % at 11.4 µM; cAMP-dependent protein kinase catalytic subunit beta (Homo sapiens) + cAMP-dependent …;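 active = activation above a cutoff set at the mean over all compounds plus 3 SD, cut at about 18% in these data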;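 also: higher means more holoenzyme dissociation and a rise in polarization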
The depositor's hits bear a star.

What do the screens show for `COc1ccc(CN2CCC(n3nccc3NC(=O)C3CCCC3)CC2)cc1`?
PKA-R1A act: 1; HTR5A inv ag: -4; MOR-DOR inv ag: 3; Mot1-301 SUMO: 5; Tat transport: -8; MOR-DOR ag: -0.7; PfHsp90 yeast 2: 42; Ecoli viability: 0.4; AddAB inh: -0.2; phage Ecoli inh: 3.1; PKA-R2B act: -7

How did CCOC(=O)c1ccc(N2CSC3=C(C#N)C(c4cccs4)CC(=O)N3C2)cc1 (stereo unspecified) do in these assays?
PKA-R1A act: -6; HTR5A inv ag: -31; MOR-DOR inv ag: -1; Mot1-301 SUMO: -9; Tat transport: 6; MOR-DOR ag: 0.2; PfHsp90 yeast 2: -11; Ecoli viability: -2.3; AddAB inh: -1.7; phage Ecoli inh: -0.1; PKA-R2B act: 3

How did CCc1cc2c(SCc3nc4sc(C(C)=O)c(C)c4c(=O)[nH]3)ncnc2s1 do in these assays?
PKA-R1A act: 1; HTR5A inv ag: 10; MOR-DOR inv ag: 8; Mot1-301 SUMO: -1; Tat transport: 4; MOR-DOR ag: -1.4; PfHsp90 yeast 2: -25; Ecoli viability: 1.4; AddAB inh: -2.8; phage Ecoli inh: 2.9; PKA-R2B act: -3

Results for Cc1ccc(NC(=S)NNC(=O)c2ccccc2OC(F)F)cc1 ?
PKA-R1A act: 7; HTR5A inv ag: 9; MOR-DOR inv ag: 15; Mot1-301 SUMO: 8; Tat transport: -6; MOR-DOR ag: -2.9; PfHsp90 yeast 2: -4; Ecoli viability: -5.8; AddAB inh: -2.0; phage Ecoli inh: -1.6; PKA-R2B act: -11

What do the screens show for `CCN(CC)CCC(=O)Nc1ccc2c(c1)N(C(=O)CN(CC)CC)c1ccccc1CC2`?
PKA-R1A act: -2; HTR5A inv ag: -12; MOR-DOR inv ag: -2; Mot1-301 SUMO: -14; Tat transport: -23; MOR-DOR ag: 0.4; PfHsp90 yeast 2: -6; Ecoli viability: -0.2; AddAB inh: 2.4; phage Ecoli inh: 2.1; PKA-R2B act: 8

What do the screens show for `COc1ccc(NC(=S)NC(NC(=O)C(C)C)C(Cl)(Cl)Cl)c([N+](=O)[O-])c1` (stereo unspecified)?
PKA-R1A act: -10; HTR5A inv ag: -1; MOR-DOR inv ag: -12; Mot1-301 SUMO: 15; Tat transport: -4; MOR-DOR ag: 1.9; PfHsp90 yeast 2: -3; Ecoli viability: -0.7; AddAB inh: 2.6; phage Ecoli inh: 4.2; PKA-R2B act: -2

How did Fc1ccccc1N1CCN(Cc2nc(-c3ccccc3)no2)CC1 do in these assays?
PKA-R1A act: -2; HTR5A inv ag: 15; MOR-DOR inv ag: -18; Mot1-301 SUMO: -11; Tat transport: 6; MOR-DOR ag: 3.5; Ecoli viability: 0.7; AddAB inh: 1.9; phage Ecoli inh: 4.0; PKA-R2B act: -1

How did CCC(=O)c1ccc(OCC(=O)NCc2ccccc2CN2CCCC2)cc1 do in these assays?
PKA-R1A act: 0; HTR5A inv ag: 1; MOR-DOR inv ag: 13; Mot1-301 SUMO: 2; Tat transport: -2; MOR-DOR ag: -3.3; PfHsp90 yeast 2: 28; Ecoli viability: -1.1; AddAB inh: -0.7; phage Ecoli inh: 3.0; PKA-R2B act: -4

Results for O=c1[nH]c(C2CCN(S(=O)(=O)c3ccc4c(c3)OCCO4)CC2)nc2c1nnn2Cc1cccc(F)c1 ?
PKA-R1A act: -12; HTR5A inv ag: -2; MOR-DOR inv ag: 5; Mot1-301 SUMO: -17; Tat transport: 9; MOR-DOR ag: -1.0; PfHsp90 yeast 2: 12; Ecoli viability: -0.6; AddAB inh: 1.4; phage Ecoli inh: -2.4; PKA-R2B act: -12

What do the screens show for `Cc1ccc(C(=O)CN2C(=O)NC3(CCc4ccccc43)C2=O)s1` (stereo unspecified)?
PKA-R1A act: -1; HTR5A inv ag: 0; MOR-DOR inv ag: -15; Mot1-301 SUMO: 11; Tat transport: -4; MOR-DOR ag: 3.8; PfHsp90 yeast 2: -5; Ecoli viability: -1.1; AddAB inh: 0.9; phage Ecoli inh: 0.8; PKA-R2B act: -5

Results for COC(=O)c1ccc(NC(=O)c2cccc(NC(=O)c3ccco3)c2)cc1 ?
PKA-R1A act: 7; HTR5A inv ag: -13; MOR-DOR inv ag: 14; Mot1-301 SUMO: 17; Tat transport: -11; MOR-DOR ag: -2.8; PfHsp90 yeast 2: 1; Ecoli viability: 1.0; AddAB inh: 3.5; phage Ecoli inh: 0.9; PKA-R2B act: -18

What do the screens show for `Cc1cccc(N(Cc2ccccc2)C(=O)c2cccc(S(=O)(=O)N3CC(C)OC(C)C3)c2)c1` (stereo unspecified)?
PKA-R1A act: -4; HTR5A inv ag: -10; MOR-DOR inv ag: 2; Mot1-301 SUMO: -15; Tat transport: 10; MOR-DOR ag: -0.3; PfHsp90 yeast 2: 22; Ecoli viability: -0.3; AddAB inh: -2.1; phage Ecoli inh: -0.8; PKA-R2B act: 1

Results for O=C(O)CCCn1c(=S)[nH]c2c(sc3ccc([N+](=O)[O-])cc32)c1=O ?
PKA-R1A act: 8; HTR5A inv ag: 20; MOR-DOR inv ag: 6; Mot1-301 SUMO: 4; Tat transport: 4; MOR-DOR ag: -1.1; PfHsp90 yeast 2: -11; Ecoli viability: 2.4; AddAB inh: 1.4; phage Ecoli inh: 4.5; PKA-R2B act: -5

How did COc1ccc(NC(=O)c2cc3ccccc3o2)cc1S(=O)(=O)N1CCCCC1 do in these assays?
PKA-R1A act: -5; HTR5A inv ag: -15; MOR-DOR inv ag: -106; Mot1-301 SUMO: 5; Tat transport: 9; MOR-DOR ag: 21*; PfHsp90 yeast 2: -9; Ecoli viability: -1.2; AddAB inh: -0.1; phage Ecoli inh: -0.1; PKA-R2B act: -12

How did Cc1ccc(NC(=O)C2CCCN(S(=O)(=O)c3cccnc3)C2)cc1C (stereo unspecified) do in these assays?
PKA-R1A act: -6; HTR5A inv ag: 8; MOR-DOR inv ag: 2; Mot1-301 SUMO: 169; Tat transport: -9; MOR-DOR ag: -0.3; PfHsp90 yeast 2: -30; Ecoli viability: 3.3; AddAB inh: 5.6; phage Ecoli inh: 2.5; PKA-R2B act: -11

Results for O=C(O)c1ccccc1C(=O)c1ccc2oc(=O)[nH]c2c1 ?
PKA-R1A act: -4; HTR5A inv ag: -12; MOR-DOR inv ag: -7; Tat transport: 0; MOR-DOR ag: 1.4; PfHsp90 yeast 2: -11; phage Ecoli inh: -1.6; PKA-R2B act: 1

What do the screens show for `COc1ccc(CCn2c(C)cc(C(=O)CN3C(=O)C(=O)N(Cc4ccco4)C3=O)c2C)cc1`?
PKA-R1A act: -5; HTR5A inv ag: 11; MOR-DOR inv ag: 2; Mot1-301 SUMO: -15; Tat transport: 0; MOR-DOR ag: -0.5; PfHsp90 yeast 2: -6; Ecoli viability: -2.3; AddAB inh: -0.8; phage Ecoli inh: 0.1; PKA-R2B act: -5

What do the screens show for `COc1ccc(NC(=O)c2cccc3c(Br)cccc23)cc1`?
PKA-R1A act: -2; HTR5A inv ag: 11; MOR-DOR inv ag: -40; Mot1-301 SUMO: 5; Tat transport: 11; MOR-DOR ag: 8.0; PfHsp90 yeast 2: 1; Ecoli viability: -0.4; AddAB inh: -1.9; phage Ecoli inh: 2.4; PKA-R2B act: 1

Results for COC(=O)C1=C(C)N(C)C(C)=C(C(=O)OC)C1c1ccncc1 ?
PKA-R1A act: -3; HTR5A inv ag: -29; MOR-DOR inv ag: 11; Mot1-301 SUMO: -16; Tat transport: -3; MOR-DOR ag: -2.0; PfHsp90 yeast 2: 31; Ecoli viability: -1.3; AddAB inh: -1.2; phage Ecoli inh: 0.8; PKA-R2B act: -10

Results for Cc1cc(C(=O)Nc2ccc(C)c(S(=O)(=O)N3CCOCC3)c2)c(C)o1 ?
PKA-R1A act: -1; HTR5A inv ag: -9; MOR-DOR inv ag: 9; Mot1-301 SUMO: -2; Tat transport: -3; MOR-DOR ag: -1.9; PfHsp90 yeast 2: 12; Ecoli viability: 1.2; AddAB inh: 0.5; phage Ecoli inh: 1.2; PKA-R2B act: 5

Quoted at random: two compounds from above
How did Cc1ccc(NC(=O)C2CCCN(S(=O)(=O)c3cccnc3)C2)cc1C (stereo unspecified) do in these assays?
PKA-R1A act: -6; HTR5A inv ag: 8; MOR-DOR inv ag: 2; Mot1-301 SUMO: 169; Tat transport: -9; MOR-DOR ag: -0.3; PfHsp90 yeast 2: -30; Ecoli viability: 3.3; AddAB inh: 5.6; phage Ecoli inh: 2.5; PKA-R2B act: -11

What do the screens show for `COc1ccc(CCn2c(C)cc(C(=O)CN3C(=O)C(=O)N(Cc4ccco4)C3=O)c2C)cc1`?
PKA-R1A act: -5; HTR5A inv ag: 11; MOR-DOR inv ag: 2; Mot1-301 SUMO: -15; Tat transport: 0; MOR-DOR ag: -0.5; PfHsp90 yeast 2: -6; Ecoli viability: -2.3; AddAB inh: -0.8; phage Ecoli inh: 0.1; PKA-R2B act: -5

(list continues)
How did CC1=NN(c2ccccc2)C(=O)C1=C(C)C do in these assays?
PKA-R1A act: -3; HTR5A inv ag: 6; MOR-DOR inv ag: 11; Mot1-301 SUMO: 416; Tat transport: 6; MOR-DOR ag: -1.6; PfHsp90 yeast 2: -17; Ecoli viability: 2.3; AddAB inh: 1.1; phage Ecoli inh: 4.6; PKA-R2B act: -2

What do the screens show for `N/C(CCS(=O)(=O)c1ccc(Cl)cc1)=N\OC(=O)c1ccc(Cl)cc1`?
PKA-R1A act: 2; HTR5A inv ag: -14; MOR-DOR inv ag: 6; Mot1-301 SUMO: 8; Tat transport: -7; MOR-DOR ag: -1.2; PfHsp90 yeast 2: 8; Ecoli viability: -0.8; AddAB inh: -0.6; phage Ecoli inh: -2.9; PKA-R2B act: 0

What do the screens show for `Cc1cc(NC(=O)Cn2cnc3sccc3c2=O)no1`?
PKA-R1A act: -6; HTR5A inv ag: 10; MOR-DOR inv ag: 6; Mot1-301 SUMO: 17; Tat transport: -5; MOR-DOR ag: -1.3; PfHsp90 yeast 2: -16; Ecoli viability: -2.1; AddAB inh: -0.5; phage Ecoli inh: 4.1; PKA-R2B act: -4

Results for CCn1c(SCC(=O)N2CCN(c3cccc(Cl)c3)CC2)nc2ccccc2c1=O ?
PKA-R1A act: -1; HTR5A inv ag: 1; MOR-DOR inv ag: 12; Mot1-301 SUMO: -2; Tat transport: 12; MOR-DOR ag: -2.4; PfHsp90 yeast 2: 1; Ecoli viability: -1.6; AddAB inh: -0.5; phage Ecoli inh: 2.0; PKA-R2B act: -4
